SENP1 FRET inh: blocks the human SENP1 SUMO protease catalytic domain. recombinant SENP1 catalytic domain, CyPet-SUMO1-YPet FRET cleavage. inhibition, % at 10 µM. 0.21% of 360,000 active;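 active means inhibition at least 30% at 10 µM, raw YFP signal under a set limit, fluorescence ratio 0.5 to 1.5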;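 further: 0% = enzyme with DMSO and 100% = no enzyme wells; some results filed as inactive read as strong as hits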
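Assay system – human recombinant His6-tagged SENP1 catalytic domain enzyme · Input – SENP1 enzyme, 20 pM final · Buffer or medium – Tris pH 8 buffer plus EDTA, NaCl, BME, BSA, NP40, catalase · Schedule – 50 min reaction at room temperature · Technique – FRET read of cyan and yellow fluorescence · Control set – no-enzyme wells low, DMSO-plus-enzyme wells high control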
PfG6PD inh: PfG6PD (Plasmodium falciparum) enzyme inhibition | AID 504690 | 0.78% of 350,000 active | PfGluPho enzyme, NADPH resazurin-diaphorase fluorescence | inhibition, % at 20 µM;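 active means inhibition reaching at least a set limit at 20 µM in the primary screen, cut at about 59% in these data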;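 further: 0% = DMSO wells with substrate and 100% = DMSO wells lacking glucose-6-phosphate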
UBC13 polyUb: human UBC13 polyubiquitination inhibition. 0.47% of 330,000 active. UBC13 polyubiquitin chain formation, TR-FRET. P61088. AID 485273. inhibition, % at 20 µM; in the data active means inhibition above about 45%, passing the limit was not always enough
Target sequence (P61088 whole entry, looked up): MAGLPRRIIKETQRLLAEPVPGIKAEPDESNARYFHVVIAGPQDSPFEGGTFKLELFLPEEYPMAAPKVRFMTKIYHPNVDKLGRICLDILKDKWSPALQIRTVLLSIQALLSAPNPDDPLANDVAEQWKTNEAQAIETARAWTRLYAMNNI
MIN6 prolif: MIN6 beta-cell proliferation induction. MIN6 cells proliferation, ATPlite luminescence, 48 h; cells starved in 0.2% serum; 100% = growth in 10% serum. proliferation, % at 10 µM. 0.29% of 330,000 active. AID 2380;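 active means compounds whose signal lies at least 3.5 SD above the mean of all wells on their plate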;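 further: 0% = DMSO-treated cells in low-serum medium and 100% = 10% serum control; some compounds called inactive have numbers as strong as hits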
SENP8 block-1: blocks human SENP8 cleavage of Nedd8 substrate. AID 602440. 0.64% of 360,000 active. inhibition, % at 20 µM. recombinant SENP8, Nedd8 substrate fluorescence. Q96LD8; in the data active means inhibition mostly above about 40%, no sharp cut-off; inactive means mostly below about 27%
Target sequence (Q96LD8 whole entry, looked up): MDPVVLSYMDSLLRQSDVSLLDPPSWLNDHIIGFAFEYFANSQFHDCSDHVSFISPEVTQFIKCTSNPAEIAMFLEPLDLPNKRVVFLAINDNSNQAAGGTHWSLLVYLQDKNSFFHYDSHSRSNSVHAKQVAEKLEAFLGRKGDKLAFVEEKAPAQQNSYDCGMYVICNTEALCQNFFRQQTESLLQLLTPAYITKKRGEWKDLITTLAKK
SENP6 block: SENP6 protease inhibition; Q9GZR1; Recombinant SENP6 catalytic domain, aminoluciferin luminescence; inhibition, % at 10 µM; 1.8% of 330,000 active;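 active means inhibition above about 50% at the single tested dose, limit read from the data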;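 further: plate controls were DMSO wells with enzyme for no effect and DMSO wells lacking enzyme for full effect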
Target sequence (Q9GZR1 628-1112 limits assumed): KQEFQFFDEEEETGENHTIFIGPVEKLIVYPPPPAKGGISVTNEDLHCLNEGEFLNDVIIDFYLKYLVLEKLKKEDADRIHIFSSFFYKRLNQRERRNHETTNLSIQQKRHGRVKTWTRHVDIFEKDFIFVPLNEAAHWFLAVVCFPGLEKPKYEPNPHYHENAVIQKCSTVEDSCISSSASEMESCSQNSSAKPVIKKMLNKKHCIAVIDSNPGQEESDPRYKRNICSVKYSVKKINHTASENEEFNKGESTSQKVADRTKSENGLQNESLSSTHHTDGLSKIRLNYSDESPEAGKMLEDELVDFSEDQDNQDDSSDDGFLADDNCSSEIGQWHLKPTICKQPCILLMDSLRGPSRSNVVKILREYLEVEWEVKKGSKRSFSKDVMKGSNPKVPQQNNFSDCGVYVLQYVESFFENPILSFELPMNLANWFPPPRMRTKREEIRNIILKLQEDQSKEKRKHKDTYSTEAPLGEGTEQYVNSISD
HKDC1 inh: inhibitors of human hexokinase HKDC1; recombinant HKDC1, G6PDH/diaphorase resazurin coupled fluorescence; inhibition, % at 20 µM; 0.16% of 340,000 active; AID 493160;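 active means inhibition above about 35% when tested at 20 µM, limit read from the data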;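 further: plate controls were DMSO wells with enzyme for no effect and DMSO wells lacking enzyme for full effect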
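Assay system: in-house recombinant HK5 (HKDC1) enzyme. Input: HKDC1 at 5 µg/mL. Medium: Tris pH 8.0 buffer with MgCl2, Tween-20, BSA, BME. Dosing: single 20 µM dose. Schedule: 90 min reaction incubation at room temperature, dark. Signal: resazurin-to-resorufin fluorescence via G6PDH and diaphorase coupling, 525/613 nm. Controls: DMSO-enzyme wells negative, buffer-substituted wells positive.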
SENP8 block-2: blocks the human protease SENP8; AID 2540; inhibition, % at 10 µM; purified SENP8, Z-RLRGG-aminoluciferin cleavage, luminescence; 1.2% of 330,000 active; Q96LD8; in the data active means inhibition above about 50%
SENP7 block: blocks the human protease SENP7 | Q9BQF6 | recombinant SENP7, Z-RLRGG-aminoluciferin luminescence, 40 min | inhibition, % at 5 µM | 1.5% of 330,000 active;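 active means inhibition above about 50% at the single test dose, limit read from the data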;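 further: plate controls were DMSO with enzyme for no effect and no enzyme buffer wells for full effect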
* hit, by the source's call; i = inactive; . = no result given. This is a random part of the collection; any-hit rate near 4%.

1) Cn1c(=O)c2cc(S(=O)(=O)NCCC(=O)N3CC=C(c4ccccc4)CC3)ccc2n(C)c1=O
2) COc1ccc2[nH]cc(CCNC(=O)Cc3ccc(Br)cc3)c2c1
3) CC1=C(C(=O)OC(C)C)C(c2ccco2)NC(=O)N1 (stereo not given)
4) Nc1nc2ccccc2n1CCOc1ccc(Cl)cc1
5) O=C1CCc2cc(S(=O)(=O)NCCC(=O)NC3CCN(Cc4ccccc4)CC3)ccc2N1
6) Clc1ccc(CN2C3=NCCN3c3ccccc32)cc1Cl
7) CCCCCn1c(N2CCN(Cc3ccccc3)CC2)nc2c1c(=O)[nH]c(=O)n2C
8) C(=NOCCc1ccccc1)c1cccnc1
Compound	1	2	3	4	5	6	7	8
SENP1 FRET inh	-2	-2	-3	2	-5	3	1	0
PfG6PD inh	-4	5	-16	17	6	-9	-7	-6
UBC13 polyUb	18	25	-2	14	10	-3	2	.
MIN6 prolif	-3	-2	-1	-2	-3	-6	-1	.
SENP8 block-1	8	-8	-11	10	20	20	5	2
SENP6 block	2	-18	0	-1	-3	-2	21	.
HKDC1 inh	-11	-3	-6	-8	0	-5	14	-1
SENP8 block-2	5	13	6	-6	3	-12	44	.
SENP7 block	0	1	-1	1	7	-8	2	.

Arranged by length of the SMILES (ascending): part of the list above.
8) C(=NOCCc1ccccc1)c1cccnc1
4) Nc1nc2ccccc2n1CCOc1ccc(Cl)cc1
6) Clc1ccc(CN2C3=NCCN3c3ccccc32)cc1Cl
3) CC1=C(C(=O)OC(C)C)C(c2ccco2)NC(=O)N1 (stereo not given)
2) COc1ccc2[nH]cc(CCNC(=O)Cc3ccc(Br)cc3)c2c1
7) CCCCCn1c(N2CCN(Cc3ccccc3)CC2)nc2c1c(=O)[nH]c(=O)n2C
5) O=C1CCc2cc(S(=O)(=O)NCCC(=O)NC3CCN(Cc4ccccc4)CC3)ccc2N1
1) Cn1c(=O)c2cc(S(=O)(=O)NCCC(=O)N3CC=C(c4ccccc4)CC3)ccc2n(C)c1=O
Compound	8	4	6	3	2	7	5	1
SENP1 FRET inh	0	2	3	-3	-2	1	-5	-2
PfG6PD inh	-6	17	-9	-16	5	-7	6	-4
UBC13 polyUb	.	14	-3	-2	25	2	10	18
MIN6 prolif	.	-2	-6	-1	-2	-1	-3	-3
SENP8 block-1	2	10	20	-11	-8	5	20	8
SENP6 block	.	-1	-2	0	-18	21	-3	2
HKDC1 inh	-1	-8	-5	-6	-3	14	0	-11
SENP8 block-2	.	-6	-12	6	13	44	3	5
SENP7 block	.	1	-8	-1	1	2	7	0

(cont.)
9) Cc1ccc(S(=O)(=O)NC(C(=O)N2CCOCCOCCOCCOCC2)c2ccccc2)cc1 (stereo not given)
10) O=C(Nn1c(-c2ccc(Br)cc2)nc2ccccc2c1=O)c1cccnc1
11) COC(=O)Cc1c(O)ccn(Cc2ccccc2OC)c1=O
12) COc1cc(NC(=O)c2cc([N+](=O)[O-])ccc2N2CCOCC2)ccc1NC(=O)c1ccco1
13) Cc1ccc(CNC(=O)/C=C/c2ccc(S(=O)(=O)NCc3ccco3)cc2)cc1
14) COc1ccc2nc(SCC(=O)Nc3cc(OC)c(OC)cc3C(=O)O)c(C)cc2c1
15) COc1ccc(/C=N/NC(=O)CCc2n[nH]c(=O)[nH]c2=O)cc1OC
16) COc1cccc(OC)c1C(=O)Nc1ccc2c(c1)N(S(=O)(=O)c1cccs1)CCC2
Compound	9	10	11	12	13	14	15	16
SENP1 FRET inh	1	2	0	-2	-1	-1	4	1
PfG6PD inh	-7	-11	8	-1	9	-24	5	34
UBC13 polyUb	-6	1	4	-14	-9	11	3	-1
MIN6 prolif	1	0	-1	2	-4	-2	0	-1
SENP8 block-1	18	22	16	9	6	-15	3	9
SENP6 block	9	-11	-15	-6	4	-6	-4	-6
HKDC1 inh	-4	-7	-5	4	-6	-10	-13	-3
SENP8 block-2	-4	-3	3	-8	1	2	3	2
SENP7 block	-7	-6	4	-5	2	1	6	-2

17) CC(C)=CC(O)C/C(C)=C/COc1ccc2ccc(=O)oc2c1 (stereo not given)
18) COc1cc(OC)c(C(=O)Oc2ccc3c(c2)OCO3)cc1OC
19) Cc1ccc(S(=O)(=O)Nc2ccccc2N2CCCCC2)cc1
20) CCC(C(=O)NCc1ccccn1)n1c2ccccc2c2nc(=O)cc(C)n21 (stereo not given)
21) CC(Sc1nnc(-c2cccnc2)o1)C(=O)NC1CCCC1 (stereo not given)
22) COc1ccc(CCn2c(=S)[nH]c3cc(C(=O)NCc4ccco4)ccc3c2=O)cc1OC
23) CCOC(=O)C(Oc1ccc2c(-c3ccccc3)cc(=O)oc2c1)c1ccccc1 (stereo not given)
24) O=C(CCCNC(=O)/C(=C/c1ccccc1F)NC(=O)c1ccccc1)OCc1ccccc1
Compound	17	18	19	20	21	22	23	24
SENP1 FRET inh	-66	1	1	-2	1	2	-32	-9
PfG6PD inh	12	-10	95*	-1	6	5	7	3
UBC13 polyUb	9	2	14	12	-2	-1	5	2
MIN6 prolif	2	-1	-4	2	2	0	0	-3
SENP8 block-1	-194	14	7	-20	2	8	-24	-3
SENP6 block	-13	8	-7	0	-14	-6	-1	-1
HKDC1 inh	-2	7	2	-5	-8	-2	-4	-15
SENP8 block-2	-15	4	2	-1	-6	2	-3	2
SENP7 block	-2	9	9	-2	1	-4	-2	9

25) CN1CCN(c2ccccc2NC(=O)c2cc3ccccc3o2)CC1
26) O=c1cnn(Cc2ccc(Cl)c(Cl)c2)c2ccccc12
27) CC1CCCCC1NC(=O)c1c(O)nc2ccccn2c1=O (stereo not given)
28) Cc1ccc(C(=O)NCCCNC(=O)COc2ccc(Cl)cc2)cn1
29) CCCc1nnc(NC(=O)C(=O)NCCN(CC)CC)s1
30) COc1cc(Cn2c(-c3ccc(O)c(OC)c3)nc3ccccc32)ccc1O
31) O=C(Nc1cccnc1)C1CCCN1S(=O)(=O)c1ccc(Cl)c(Cl)c1 (stereo not given)
32) COc1ccc(OCCN2CCCC2)cc1Nc1nnc(Cl)c(Nc2ccccc2S(C)(=O)=O)n1
Compound	25	26	27	28	29	30	31	32
SENP1 FRET inh	0	1	3	4	2	2	0	3
PfG6PD inh	14	6	-3	-7	-10	-5	-2	5
UBC13 polyUb	-12	3	1	3	.	16	6	.
MIN6 prolif	-1	2	-7	0	.	-1	0	.
SENP8 block-1	7	13	i	13	3	-113	10	30
SENP6 block	-26	-26	-16	-7	.	-15	-1	.
HKDC1 inh	7	7	0	1	-7	0	11	0
SENP8 block-2	-10	-9	8	6	.	-4	-1	.
SENP7 block	0	-3	-9	-1	.	3	-3	.

33) CCCN1C(=O)c2ccc(C(=O)Nc3ccccc3C(=O)O)cc2C1=O
34) COc1ccc(C)cc1N(CC(=O)Nc1ccc(S(=O)(=O)N2CCCC2)cc1)S(C)(=O)=O
35) CCc1nnc(NC(=O)CSc2ncc(-c3ccccc3)[nH]2)s1
36) COc1ccc(C2=Nn3c(nnc3-c3ccccc3OC)SC2)cc1OC1CCOC1 (stereo not given)
37) CCN(CC)S(=O)(=O)c1ccc(OC)c(NC(=O)c2cccc(C)c2[N+](=O)[O-])c1
38) COc1cccc(NC(=O)COC(=O)CC2CC3CCC2C3)c1 (stereo not given)
39) O=C(COC(=O)c1cnccn1)Nc1ccc2c(c1)OCO2
40) CC(=O)N1CCN(c2ccnc3cc(Cl)ccc23)CC1
Compound	33	34	35	36	37	38	39	40
SENP1 FRET inh	0	1	-2	1	2	3	-3	0
PfG6PD inh	-18	-18	0	8	-11	2	-15	16
UBC13 polyUb	1	-7	2	31	-5	16	1	-10
MIN6 prolif	-4	0	0	-3	2	-1	0	6
SENP8 block-1	18	6	8	0	8	2	12	-18
SENP6 block	89*	-8	-10	-7	-13	-11	-15	-5
HKDC1 inh	7	-5	4	-7	3	-2	-9	-5
SENP8 block-2	79*	-6	-1	2	-18	-1	-5	-6
SENP7 block	16	6	6	0	-5	-2	0	-5

41) Cc1ccc(C(=O)N(CC(=O)Nc2sc(C)c(C)c2C(N)=O)C2CCCC2)cc1
42) Cc1ccccc1OCC(=O)Nc1cc(S(=O)(=O)N2CCOCC2)ccc1N1CCCC1
43) CCCCn1nc2cc(C(=O)NCCc3ccc(C)cc3)ccc2c1OCC
44) COc1ccc(NC(=O)CSc2ncnc3c2cnn3Cc2ccccc2)cc1OC
45) Cn1cc(C(N)=O)c2ccccc21
46) C[N+](C)(C)CCOC(=O)C1(c2ccccc2)CCCC1
47) CC1CC(C)CN(S(=O)(=O)N2CCCC(C(=O)NC3CCCCC3)C2)C1 (stereo not given)
48) CCN(C(=O)C(C)OC(=O)C1C(C(=O)OC)=C(C)NC(C)=C1C(=O)OC)c1ccccc1 (stereo not given)
49) CCNC(=O)C(Cc1ccccc1)NC(=O)OCc1ccccc1 (stereo not given)
50) CCC1(C)OC(=O)N(CCCn2ccnc2C)C1(C)O (stereo not given)
51) COCCNC(=O)C1CCC(=O)N1S(=O)(=O)c1ccc(C)cc1 (stereo not given)
Compound	41	42	43	44	45	46	47	48	49	50	51
SENP1 FRET inh	-1	-21	3	1	0	2	4	-4	0	0	2
PfG6PD inh	-7	-3	-2	-47	-12	-10	1	-12	-2	-3	-3
UBC13 polyUb	27	5	11	2	8	6	-10	-2	1	13	6
MIN6 prolif	1	1	-4	-2	1	0	-1	3	1	1	-2
SENP8 block-1	-9	0	-494	8	1	21	15	-288	7	16	5
SENP6 block	-18	-11	7	-7	2	-12	21	-8	-5	4	2
HKDC1 inh	2	2	2	-5	-1	-4	-4	-2	4	2	-5
SENP8 block-2	-6	-2	2	-3	-3	18	5	3	9	2	3
SENP7 block	-2	3	-2	4	-21	-1	6	4	2	7	3
